Bioassay records: PubChem BioAssay, several laboratories
SV40 large T antigen – SV40 large T antigen inhibitors, biochemical (AID 1903); SV40 large T antigen ATPase/helicase inhibition assay; higher % means a stronger effect; inhibition, % at 20 µM; hits with a dose series show IC50 in µM; hit rate 0.39% among 310,000; in the data active means a potency from the dose series; inconclusive means inhibition mostly from about 32% at the one dose, without a potency; inactive means the rest, 99 in 100 with inhibition below about 32%; further: strong numbers were not always called active
XIAP displacement – XIAP antagonists, biochemical, IAP family, fluorescence polarization (AID 1018); XIAP BIR domain, fluorescence polarization peptide displacement; higher % means a stronger effect; one-dose displacement, % at 20 µM; IC50 in µM for titrated hits; hit rate 0.007% among 200,000; in the data active means displacement above about 50%; further: a part of the inactive calls stands beside numbers as strong as those of hits
MgcRacGAP inhibition – MgcRacGAP GTPase-activating activity inhibitors, confirmation, biochemical, ADP Hunter fluorescence. MgcRacGAP-stimulated Rac1 GTP hydrolysis, ADP Hunter fluorescence; higher % means a stronger effect; GST-tagged Rac1 F28L mutant substrate. inhibition, % at 30 µM, or IC50 in µM where a hit was titrated. hit rate 0.6% among 340,000. AID 624330;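 active means first-screen hits whose inhibition reached a set limit at any dose in the follow-up dose series; inconclusive means inhibition above the set first-screen limit but never retested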;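 further: fluorescence reports GDP produced by GAP-driven GTP hydrolysis; strong numbers were not always called active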
RSV CPE inhibition – inhibition of RSV-induced cytopathic effect – HEp-2 cells, primary 10 µM value included (AID 2391); HEp-2 cells, RSV-induced CPE inhibition; higher % means a stronger effect; CPE inhibition, % at 10 µM, or IC50 in µM where a hit was titrated; hit rate 0.13% among 310,000; in the data active means a potency from the dose series; inconclusive means CPE inhibition mostly from about 23% at the one dose, without a potency; inactive means the rest, 99 in 100 with CPE inhibition below about 21%; further: strong numbers were not always called active
AID2073 – inhibitors of Mint1-CaV2.2 protein interaction, biochemical, HTRF (AID 2073); HTRF protein-protein interaction, Mint1-CaV2.2; higher % means a stronger effect; hit rate 0.19% among 290,000; one-dose inhibition, % at 20 µM; IC50 in µM for titrated hits; in the data active means inhibition mostly above about 51%, no sharp cut-off; inconclusive means no clear call, values can overlap the other calls; inactive means mostly below about 53%; further: some results filed as inactive read as strong as hits
Siah-1 displacement – blockers of Siah-1 interaction with plectin peptide – biochemical, fluorescence polarization, rhodamine-plectin, uHTS, primary screen (AID 1817) | one-dose displacement, % at 20 µM; IC50 in µM for titrated hits | Siah-1 / rhodamine-plectin peptide fluorescence polarization; higher % means a stronger effect | hit rate 0.02% among 290,000;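 active means displacement of at least 50% at 20 µM, with a fluorescence ratio check between 0.3 and a set limit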;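 further: plate controls were Siah plus tracer with DMSO for no effect and tracer alone without Siah for full effect; strong numbers were not always called active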
Dengue-2 NS5 capping – flavivirus cap methylation enzyme inhibition – biochemical, confirmation dose response, primary screen (AID 588689); Dengue-2 NS5 methyltransferase capping enzyme assay, biochemical; higher % means a stronger effect; one-dose inhibition, % at 25 µM; IC50 in µM for titrated hits; hit rate 0.3% among 340,000; in the data active means a potency from the dose series; inconclusive means inhibition above about 29% without an active follow-up result
LYP inhibition – inhibitors of LYP phosphatase, biochemical, fluorescence intensity, uHTS (AID 1779) | one-dose inhibition, % at 11.5 µM; IC50 in µM for titrated hits | hit rate 0.054% among 290,000 | recombinant LYP phosphatase, fluorescence intensity; higher % means a stronger effect; in the data active means inhibition above about 50%;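 further: plate controls were vehicle with enzyme for no effect and no enzyme for full effect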
HIV fusion peptide – inhibitors of HIV fusion peptide binding, primary screen, biochemical, uHTS, fluorescence dequenching (AID 1986); cell-free peptide binding, fluorescence dequenching, 30 min; higher % means a stronger effect; inhibition, % at 20 µM, or IC50 in µM where a hit was titrated; hit rate 0.3% among 290,000; in the data active means inhibition mostly above about 52%, no sharp cut-off; inactive means mostly below about 76%; further: some results filed as inactive read as strong as hits
Dengue-2 NS5 capping pilot replicate – further read-out of Dengue-2 NS5 capping, marked with its call; inhibition, %; measured here: pilot screen replicate inhibition
Active calls of the source: *; u = inconclusive; x = no result given.

SMILES	SV40 large T antigen	XIAP displacement	MgcRacGAP inhibition	RSV CPE inhibition	AID2073	Siah-1 displacement	Dengue-2 NS5 capping	LYP inhibition	HIV fusion peptide	others
Fc1ccc(CN2CCSCC2)cc1F	0%	x	23%	1.5%	11%	2%	-1%	-9%	-3.1%
O=C(NCCN1CCCC1)c1ccc(Cl)cc1Cl	23%	x	8%	1.4%	7%	2%	-3%	-4%	0.9%
CCOC(=O)Nc1ccc(N2CCOCC2)c(S(=O)(=O)N2CCOCC2)c1	12%	x	12%	1.4%	0%	1%	0%	-8%	0.5%
COc1cccc(OCCOc2cccc(/C=N/n3cnnc3)c2)c1	-4%	-1.5%	9%	2.3%	3%	4%	0%	-3%	4.0%
O=[N+]([O-])/C=C1\C=CC=CN1Cc1ccc(Cl)cc1	0%	x	7%	1.4%	5%	2%	2%	-5%	1.0%
O=C(Cc1ccccc1)Nc1scc(-c2ccccc2)c1C(=O)N1CCOCC1	-7%	-5.6%	5%	0.2%	7%	1%	-5%	-3%	6.2%
CCCCn1c(N)c(N(CCOC)C(=O)COC(=O)Cc2cccc(OC)c2)c(=O)[nH]c1=O	8%	x	6%	0.8%	x	x	0%	x	x
CCc1nn(CCCC(=O)NCc2ccc(C)cc2)c(=O)c2cc3occc3n12	16%	x	5%	6.5%	19%	-8%	0%	-1%	-1.6%
CC(C)NC(=O)CSc1nnc(CNC(=O)OC(C)(C)C)n1C	15%	x	7%	x	-7%	4%	-2%	-4%	0.2%
COc1ccc(CNC(=O)C2CCN(c3nc(-c4ccccc4)nc4c3CCC4)CC2)cc1	4%	x	-9%	12%	9%	-2%	-3%	-5%	3.0%
O=C(CSc1ccccc1)NCCSCc1ccccc1	-4%	9.1%	9%	0.9%	-1%	-1%	-2%	-12%	1.4%
Cc1ccc(C(=O)CNc2ccccc2)cc1	10%	x	5%	0.0%	38%	-1%	-8%	1%	1.0%
Cn1c(=O)oc2cc(S(=O)(=O)NCc3ccco3)ccc21	-1%	-2.3%	8%	0.6%	3%	6%	1%	-5%	-1.3%
COc1cc(C(=O)NC(=S)NCc2ccco2)cc(OC)c1OC	13%	-7.1%	6%	-0.7%	-26%	-4%	-10%	-12%	-2.7%
COc1cc([C@@H]2C[C@H]3CN(c4ccccc4)C(=O)[C@]34CCCN24)cc(OC)c1OC	14%	-6.7%	5%	-0.8%	18%	4%	7%	-1%	11%
CCC1CCCCN1S(=O)(=O)c1ccccc1[N+](=O)[O-] (stereo not drawn)	13%	-2.6%	2%	1.9%	1%	1%	-6%	-9%	-2.0%
COc1cccc(CNC23CC4CC(CC(C4)C2)C3)c1OCc1ccccc1	4%	-4.0%	7%	11%	15%	-3%	-6%	-6%	-0.5%
CC(C)n1c(O)c(N=Nc2ccccn2)c2ccccc21	6%	-3.4%	8%	u	3%	-2%	-4%	-4%	3.6%
CC(C)(C)c1ccc(/C=N/N2C(=O)CSC2=S)cc1	11%	x	4%	3.6%	-7%	-1%	-8%	8%	4.4%
Cc1cc([N+](=O)[O-])ccc1NC(=O)c1cccc(NC(=O)C(C)C)c1	5%	-4.2%	0%	19%	39%	14%	-5%	-7%	25%
NNC(=O)c1ccc(Cn2cccn2)o1	4%	x	7%	x	12%	2%	-3%	-10%	0.5%
Cc1ccc(C)c(N2CCN(C(=O)C3CCN(c4nc(C)cc(C)n4)CC3)CC2)c1	-2%	-17%	5%	0.9%	-2%	-2%	-6%	6%	-1.9%
O=C(CCC(NC(=O)OCc1ccccc1)C(=O)OCc1ccccc1)NCC(=O)OCc1ccccc1 (stereo not drawn)	2%	-4.0%	9%	2.3%	-5%	7%	-4%	2%	0.6%
O=C(CCC(=O)Nc1nnc(C2CCCCC2)s1)NCc1cccs1	5%	-3.8%	8%	0.1%	-4%	-5%	-3%	-11%	-1.3%
CN(C)C(=O)c1snnc1-c1ccccc1	-3%	-9.3%	8%	0.7%	-10%	0%	-4%	-12%	-2.1%
[O-][n+]1cccc(C(O)c2ccccc2)c1 (stereo not drawn)	3%	x	11%	1.1%	13%	-2%	-5%	-5%	-0.4%
CCOC(=O)c1c(NC(=O)CSc2n[nH]c(N)n2)sc(CC)c1C	1%	-4.6%	0%	u	27%	-2%	-2%	-5%	2.0%
CC(C)NC(=O)CN1C(=O)NC(CCc2ccccc2)C1=O (stereo not drawn)	6%	0.8%	2%	1.2%	-3%	-1%	-4%	-7%	-3.1%
O=C(O)CCSCc1ccccc1F	-6%	-5.3%	5%	0.5%	27%	1%	-4%	-8%	3.7%
Nc1c(C(=O)NCCc2ccc(Cl)cc2)sc2ccc(S(=O)(=O)N3CCCCC3)cc12	-5%	-15%	x	9.3%	16%	16%	x	1%	1.0%
COc1ccc(CNC(=O)CNC(=O)c2c(C)nn(C)c2Cl)cc1	7%	-14%	0%	2.1%	33%	0%	-2%	-12%	0.1%
O=C(/C=C/c1ccccc1)Nc1ncn[nH]1	0%	-6.7%	7%	-0.8%	-9%	0%	-3%	-12%	-3.7%
O=C(O)CC1S/C(=N\N=C2CCCCCCC2)N(c2ccccc2)C1=O (stereo not drawn)	5%	-2.9%	10%	2.8%	16%	14%	-1%	-4%	1.0%
Cc1cc(C)n(-c2nc(C)nc(NCc3ccccc3)n2)n1	9%	-4.4%	6%	1.5%	-6%	-2%	-14%	-1%	-0.2%
CCOc1ccc(NC(=O)N2CCC(NC(=O)C(Cc3ccc(OC)c(OC)c3)NC(C)=O)CC2)cc1 (stereo not drawn)	5%	-10%	4%	1.6%	-9%	-2%	5%	-11%	-3.8%
Cc1cc(C)nc(SC2CCCCC2O)n1 (stereo not drawn)	1%	-6.2%	-3%	0.7%	-2%	-3%	-4%	-13%	-1.4%
CCN(CC)CCN(C(=O)c1cc2ccccc2cc1OC)c1nc2ccc(F)cc2s1	8%	x	7%	-1.2%	15%	5%	-2%	-4%	-1.6%
COC(=O)c1ccc(OCCN2C3=NCCN3c3ccccc32)cc1	10%	-2.7%	11%	0.9%	1%	-3%	-5%	-6%	-1.4%
COc1ccccc1NC(=O)c1csc(-n2nc(C)cc2C(F)(F)F)n1	1%	-2.3%	-4%	-2.2%	9%	0%	1%	-9%	1.2%	Dengue-2 NS5 capping pilot replicate=0.2
C=CCN(CC=C)S(=O)(=O)c1ccc(C(=O)Nc2nc3c(s2)CCc2ccccc2-3)cc1	5%	-5.9%	10%	0.7%	3%	8%	-3%	-1%	-3.0%
O=c1c2ccccc2ncn1-c1ccccc1C(F)(F)F	x	-4.5%	-4%	-0.7%	4%	-1%	-12%	-6%	1.0%
COc1ccc(OC)c(CNn2c(-c3cccc(C)c3)nc3ccccc3c2=O)c1	12%	-1.6%	2%	9.2%	9%	-2%	-6%	3%	-3.1%
O=C1CCCC(O)=C1C=NCCc1ccccc1	5%	-5.1%	10%	2.0%	34%	-4%	-13%	-11%	-3.6%
CC(C)CCOP(=O)(c1ccccc1)c1ccccc1	9%	-1.0%	-1%	2.7%	11%	7%	-1%	-4%	1.7%
Cc1cnn(-c2cc(Oc3ccccc3)ncn2)c1	15%	-0.8%	4%	-0.5%	-1%	-7%	-2%	-5%	-0.3%
O=C(CSc1nc2[nH]ncc2c(=O)n1-c1ccccc1Br)NCc1ccco1	8%	-1.7%	10%	2.3%	8%	-7%	2%	-5%	6.7%
O=C(N=Nc1c(O)[nH]c2ccccc12)c1cccc(S(=O)(=O)N2CCCCC2)c1	-3%	-0.1%	7%	1.2%	-7%	7%	2%	-6%	-2.3%
COc1ccc(CCNC(=S)NCCc2c[nH]c3ccccc23)cc1	4%	-5.8%	6%	0.3%	-2%	7%	-5%	-3%	-0.1%
CCOC(=O)C(=NC1CCS(=O)(=O)C1)NNc1ccccc1Cl (stereo not drawn)	33%	x	-2%	-2.1%	3%	-1%	-3%	-9%	-3.2%
COc1ccc(CC(=O)OCCN(C)C)cc1	9%	-0.5%	4%	0.3%	-1%	-1%	5%	-8%	-1.0%
CCOC(=O)N1CCN(C(=O)CCS(=O)(=O)c2ccc3c(c2)CC(C)N3C(=O)CC)CC1 (stereo not drawn)	10%	x	1%	3.5%	7%	1%	-2%	-9%	-1.1%
O=C(CNC(=O)c1ccccc1Cl)OC1CCOC1=O (stereo not drawn)	12%	-2.7%	3%	1.4%	-9%	1%	-3%	-2%	-0.3%
COc1ccc(C(=O)/C=C/Nc2c(C)n(C)n(-c3ccccc3)c2=O)c(OC)c1	17%	-10%	1%	0.4%	-1%	2%	-8%	0%	-2.3%
CCc1nn(C(C)C(=O)NCc2cccc(Cl)c2)c(=O)c2cc3occc3n12 (stereo not drawn)	6%	x	8%	12%	9%	15%	2%	-4%	0.4%
CCOc1cccc(NC(=O)c2ccc(S(=O)(=O)N3CCCC3)cc2)c1	x	x	3%	1.3%	3%	1%	1%	-5%	-1.7%
Cc1[nH]c2ccccc2c1C(=O)CSc1ccc(F)cc1	13%	-2.5%	-4%	2.3%	5%	6%	0%	-5%	1.5%
COCCn1c(NC(=S)NC(=O)C2CC2)cc(=O)[nH]c1=O	13%	-2.6%	4%	1.6%	-32%	10%	8%	4%	0.8%
Cc1ncc2c(n1)-c1cc(F)ccc1SC2	-1%	x	9%	39%	15%	-4%	-5%	-9%	0.5%
COc1ccc(OC)c(NC(=O)CCCC(=O)NC2CCCCC2)c1	7%	x	4%	1.4%	8%	0%	-3%	-12%	1.1%	Dengue-2 NS5 capping pilot replicate=2.7
Cc1ccc(CN2CCN(C(=O)c3cccc4ccccc34)CC2)cc1	21%	x	24%	5.2%	5%	0%	x	-12%	-1.1%
C#CCOCCOCCOCCNc1nc(N2CCN(C(=O)[C@H](CCC(=O)O)n3cc(C(N)CO)nn3)CC2)nc(N2CCN(C(=O)[C@H](Cc3cc4ccccc4[nH]3)n3cc(C(N)[C@H](C)CC)nn3)CC2)n1 (stereo partly drawn)	11%	-5.7%	6%	1.6%	4%	-2%	-10%	-7%	4.7%
COc1ccc(CNC(=O)C(C#N)c2nc3ccccc3nc2N2CCCC2)cc1 (stereo not drawn)	7%	-19%	12%	1.2%	13%	-2%	u	-4%	3.1%
O=S(=O)(/N=C(/c1ccccc1)N1CCOCC1)c1ccc(F)cc1	-26%	x	-1%	-1.4%	14%	-1%	-1%	-6%	-0.6%

3 entries picked at random from those above, as already listed:
SMILES	SV40 large T antigen	XIAP displacement	MgcRacGAP inhibition	RSV CPE inhibition	AID2073	Siah-1 displacement	Dengue-2 NS5 capping	LYP inhibition	HIV fusion peptide	others
[O-][n+]1cccc(C(O)c2ccccc2)c1 (stereo not drawn)	3%	x	11%	1.1%	13%	-2%	-5%	-5%	-0.4%
O=C(Cc1ccccc1)Nc1scc(-c2ccccc2)c1C(=O)N1CCOCC1	-7%	-5.6%	5%	0.2%	7%	1%	-5%	-3%	6.2%
CCCCn1c(N)c(N(CCOC)C(=O)COC(=O)Cc2cccc(OC)c2)c(=O)[nH]c1=O	8%	x	6%	0.8%	x	x	0%	x	x
